# Compound activity deposited in PubChem BioAssay by several laboratories.
# m5-HT2A agonist = mouse Htr2a agonists via beta-arrestin recruitment, primary screen, cell-based, luminescence; 5-hydroxytryptamine receptor 2A (Mus musculus), P35363; CHO-K1 mHTR2A beta-arrestin complementation; percent of 30 µM serotonin response; activation, % at 7.6 µM; actives 0.66% (n = 360,000); AID 624169, 2012;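 active = activation above a run cutoff, the mean activation of all tested compounds plus 3 SD, cut at about 14% in these data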;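 also: 0% = plate median of compound wells and 100% = 30 µM serotonin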
# Target sequence (P35363 whole entry, looked up): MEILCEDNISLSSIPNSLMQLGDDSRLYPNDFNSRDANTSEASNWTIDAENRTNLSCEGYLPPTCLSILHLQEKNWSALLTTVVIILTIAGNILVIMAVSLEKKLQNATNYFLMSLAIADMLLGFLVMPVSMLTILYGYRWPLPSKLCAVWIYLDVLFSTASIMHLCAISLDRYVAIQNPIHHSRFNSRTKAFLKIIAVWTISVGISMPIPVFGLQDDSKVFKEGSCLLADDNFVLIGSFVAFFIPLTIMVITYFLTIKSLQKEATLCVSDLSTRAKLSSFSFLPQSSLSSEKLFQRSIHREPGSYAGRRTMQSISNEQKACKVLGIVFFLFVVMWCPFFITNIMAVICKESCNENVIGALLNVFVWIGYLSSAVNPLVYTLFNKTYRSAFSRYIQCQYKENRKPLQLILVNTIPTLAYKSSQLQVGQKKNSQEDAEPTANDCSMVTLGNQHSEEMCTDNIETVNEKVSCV
# CaV13 ICDI inh = Primary screen for inhibitors of IQ motif and Ca2+-dependent inactivation inhibitor domain binding in CACNA1D, Förster resonance energy transfer in living cells, …; actives 0.098% (n = 340,000); HEK cells, CFP/YFP FRET ICDI-IQ, plate reader, 10 min; percent FRET-ratio fall versus neutral wells; inhibition, % at 12.3 µM;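 active = mean replicate inhibition of at least 30% and at least 1% of replicates passing that level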;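 also: 0% = median of the neutral control wells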
# NR2E3 ag-1 = inhibitors of NR2E3-RetCOR corepressor binding, primary screen, NR2E3 agonist project, biochemical, TR-FRET, GST-NR2E3, biotin-RetCOR. Photoreceptor-specific nuclear receptor (Homo sapiens), Q9Y5X4. 1536-well. inhibition of corepressor binding, % at 4.78 µM. actives 0.12% (n = 320,000). AID 2300, 2010;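 active = percent inhibition above the cutoff of mean plus 3 SD of all tested compounds, set per screening campaign, cut at about 20% in these data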;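 also: 0% = DMSO wells and 100% = biotin wells as full block of FRET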
# Target sequence (Q9Y5X4 whole entry, looked up): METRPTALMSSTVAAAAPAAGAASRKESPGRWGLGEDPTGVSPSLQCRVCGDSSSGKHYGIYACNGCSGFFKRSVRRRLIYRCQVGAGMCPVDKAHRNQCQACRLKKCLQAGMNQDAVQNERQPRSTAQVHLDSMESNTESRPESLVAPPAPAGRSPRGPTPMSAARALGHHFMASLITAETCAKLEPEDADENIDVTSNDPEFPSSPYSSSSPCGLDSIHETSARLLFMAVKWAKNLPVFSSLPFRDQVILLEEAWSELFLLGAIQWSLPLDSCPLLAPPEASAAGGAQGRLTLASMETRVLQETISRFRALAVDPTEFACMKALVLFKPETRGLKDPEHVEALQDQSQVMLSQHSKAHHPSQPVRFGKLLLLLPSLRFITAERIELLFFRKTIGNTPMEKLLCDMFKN
#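 Material: NR2E3–RetCOR corepressor complex / Incubation: Compound–protein incubation for 5 h at 4 °C / Dosing: compound at 4.8 µM, single dose / Detection: time-resolved FRET / Benchmarks: high control biotin, low control 0.6% DMSO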
# MITF TRPM1 inh = inhibitors of MITF-dependent TRPM1 promoter reporter, primary screen, cell-based, SK-MEL-5, single point, luciferase; actives 0.83% (n = 330,000); inhibition, % at 12.5 µM; SK-MEL-5 TRPM1 promoter luciferase, 24 h;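 active = mean inhibition across replicates of 60% or more, whatever share of single replicates reaches that level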; also: values of inactives mirror those of a sister screen read the other way
# iPSC survival up = enhancers of single-cell hiPSC survival, primary screen, ATPlite luminescence | 100% = ROCK inhibitor wells, 0% = DMSO | survival enhancement, % at 20 µM | actives 0.044% (n = 360,000) | AID 602274, 2012; in the data active = survival enhancement above about 18%;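 also: cells exposed to compounds for 16 hours before the ATP read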
# Shn3 3UTR inh = reduction of Shn3 3'UTR firefly luciferase signal, primary screen, Schnurri-3 inhibitor project, cell-based, Clone20 osteoblasts, set 2. Clone20 osteoblast Shn3 3'UTR firefly luciferase, 24 h. inhibition, % at 12.5 µM. actives 0.52% (n = 360,000). AID 588674, 2011;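 active = mean inhibition of at least 75% with every replicate also reaching 75%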;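 also: 0% = median of neutral control wells and 100% = pilot-screen positive control compound; some compounds past the cut are filed as inactive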
# Cardio protect = cardioprotection against H2O2-induced cell death, primary screen, uHTS, H9c2 cells, ATPLite luminescence | H9c2 cardiomyocytes, H2O2 injury protection, 2 h | protection from H2O2 cell death, % at 20 µM | actives 0.63% (n = 360,000) | AID 588492, 2011;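 active = compounds giving at least 50% protection of heart cells from peroxide-induced death in the single-dose screen, raw or plate-pattern-corrected value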;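 also: 0% = DMSO wells with peroxide and 100% = DMSO wells without peroxide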
# NR2E3 ag-2 = NR2E3 agonists in two-hybrid cells, primary screen, cell-based, luminescence, CHO-S, Gal4-NCOR/VP16-NR2E3 | luciferase | inhibition of corepressor binding, % at 3.98 µM | actives 0.35% (n = 360,000) | Photoreceptor-specific nuclear receptor (Homo sapiens), Q9Y5X4 | AID 602229, 2012;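 active = inhibition above the mean of all tested compounds plus 3 SD, cut at about 70% in these data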;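 also: 0% = DMSO with NR2E3 transfected cells and 100% = cells lacking NR2E3 construct; higher means lower luciferase signal from less NR2E3 corepressor binding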
# HIF-2a block = HIF-2a reporter inhibitors, primary screen, luminescence, 786-0 RCC cells; 786-0 RCC cells HIF-2a reporter, luciferase luminescence, overnight; inhibition, % at 18.8 µM; actives 0.72% (n = 360,000); AID 624352, 2012;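 active = inhibition of the luminescence signal of 40% or more relative to plate controls, in a single-dose primary screen at 18.75 µM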
# PDI inh = inhibitors of human PDI, primary screen, biochemical, turbidity, single point, plate reader. Protein disulfide-isomerase (Homo sapiens), P07237. PDI insulin aggregation turbidity, A650, 90 min. inhibition, % at 10 µM. actives 0.052% (n = 350,000). AID 588391, 2011;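 active = mean inhibition across replicates of 30% or more, whatever share of single replicates reach that level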;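 also: absorbance from insulin aggregation driven by PDI reduction with DTT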
# Peg3 prom inh = Peg3 promoter-driven luciferase inhibitors, primary screen, cell-based, HeLa, luciferase luminescence | inhibition, % at 20 µM | actives 1.7% (n = 360,000) | AID 588405, 2011 | HeLa PEG-Prom luciferase reporter, overnight;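 active = inhibition of at least 50% at 20 µM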
# * = called active by the depositor; / = not tested or not shown.
SMILES,m5-HT2A agonist,CaV13 ICDI inh,NR2E3 ag-1,MITF TRPM1 inh,iPSC survival up,Shn3 3UTR inh,Cardio protect,NR2E3 ag-2,HIF-2a block,PDI inh,Peg3 prom inh
CCc1ccc(NS(=O)(=O)c2c(C(=O)N3CCCCCC3)c(C)n(C)c2C)cc1,-3,-15,5,8,-0.1,-6,-5,-8,10,7,1
CCOC(=O)c1sc(NC(=O)c2ccc(=O)[nH]c2)nc1C,3,-4,-1,2,0.3,0,2,-25,7,1,2
CC(C)c1ccc(NC(=O)Nc2nnc([C@@H]3C[C@H](O)[C@@H](CO)O3)s2)cc1,0,-5,/,/,-2.0,2,0,-7,2,-6,11
CCOC(=O)c1nnn(-c2nonc2-n2cccc2)c1CN1CCOCC1,2,-7,2,0,0.3,-4,11,3,-15,2,4
CC(NC(=O)CSc1ncn[nH]1)c1ccc(Cl)cc1Cl (stereo not drawn),1,-4,/,9,-0.3,-28,-2,-30,4,-7,12
Cc1ccc(NC(=O)c2cc(=O)c3ccccc3o2)cc1S(=O)(=O)N1CCCCC1,8,-7,1,17,0.0,48,16,-18,15,3,42
CN(C)S(=O)(=O)c1cccc(NC(=S)NCCc2ccccn2)c1,3,-21,1,-4,4.1,-16,-10,2,10,2,-6
O=C(O)c1cccc(Oc2ncnc3sc4c(c23)CCCC4)c1,2,-3,4,6,1.0,-3,14,7,26,9,20
Nc1cccc(S(=O)(=O)c2cccc(N)c2)c1,5,-5,-4,6,-0.1,-9,3,7,15,-6,4
CCn1c(O)c(C=Nc2ccccc2)oc1=S,2,-1,1,-31,0.7,-23,-3,-48,-142,0,-73
CCOc1cccc(OCCCOc2ccccc2)c1,-4,0,-1,-25,2.6,-1,-4,-1,-150,0,-83
CCc1cccc(NC(=O)COC(=O)/C=C/c2cccs2)c1,-5,-6,-5,5,-0.4,0,-3,-15,0,1,-3
CCN1CCN(c2cc(C)c3cc(NC(=S)N4CCN(c5ccccc5)CC4)ccc3n2)CC1,-8,-4,4,50,-0.5,17,-21,-2,9,2,41
COC(=O)c1c(C(=O)OC)c(-c2ccc(OC)cc2)n2c1CS(=O)(=O)C2,1,-17,1,4,-0.5,-15,-2,-31,14,-1,11
CCOC(=O)C1=C(C)N(CC(C)C)C(=O)C1,11,-1,1,1,-0.3,-7,1,1,21,0,13
COc1ccc(/C=N/c2oc(C)c(C)c2C#N)c(OC)c1,0,6,-1,13,5.9,9,5,-11,6,-1,12
Cc1ccc(S(=O)(=O)N(C)C)cc1N,2,-3,2,1,-0.4,-18,2,-22,14,4,-8
COc1ccc(CCNC(=O)COC(=O)c2cc(Cl)nc(Cl)c2)cc1,-4,-5,/,-12,-0.4,-2,5,-3,-9,-7,4
Cc1cc2c(cc1C)C(=O)C(=O)N2,1,-7,/,0,-0.1,-17,0,6,6,-4,6
COCCN(C(=O)CCCc1nc2ccccc2s1)c1c(N)n(CC(C)C)c(=O)[nH]c1=O,9,-6,-2,-4,-0.5,-11,0,-9,9,8,2
CC(C)(C)OC(=O)N1CC=C2C(C#N)=C(N)C(C#N)(C#N)C(c3cccs3)C2C1 (stereo not drawn),6,-9,-2,11,2.2,1,16,-52,-48,-2,-35
CN(C)CCCNc1nc2cc(-c3ccc4c(ccn4C)c3)sc2c(=O)n1C,0,-9,/,/,0.1,-98,-6,-117,-293,-1,-282
CCN(Cc1cc(=O)n2ccsc2n1)c1cccc2ccccc12,0,-20,1,6,1.2,8,-16,-16,6,2,16
O=C(NC1CCN(S(=O)(=O)c2ccc(F)cc2)CC1)c1ccccc1,-2,-1,2,-10,-0.6,18,-1,-24,8,-5,9
Cc1ccc2c(c1)N(C)/C(=C/c1cccc[n+]1CCO)S2,-5,-9,1,-15,-0.6,17,-13,-14,10,13,-3
COc1cc(CN2CCN(C(c3ccccc3)c3ccccc3)CC2)cc(OC)c1OC,-11,-18,4,26,-0.4,6,-3,-17,6,-7,-6
Cc1ccc(NC(=O)C2(N(CC(C)C)C(=O)Cn3nnnc3N)CCCCC2)cc1,-1,-4,3,1,1.9,23,2,-4,12,-9,13
CCc1ccc(-n2c(SCC(=O)Nc3cccc(S(=O)(=O)NC4=NCCCCC4)c3)nc3ccccc3c2=O)cc1,1,-2,1,3,-0.1,25,15,15,3,-4,8
CCN(C(=O)CN1C(=O)S/C(=C\c2ccc(F)cc2)C1=O)C1CCS(=O)(=O)C1 (stereo not drawn),1,-3,0,-19,-0.1,-17,-1,5,-93,-4,-60
O=C(NCc1ccccn1)C1CC(c2ccc(F)cc2)=NO1 (stereo not drawn),1,-5,-1,-8,0.3,-5,2,6,2,3,-1
c1ccc(C2[C@H]3CN(Cc4cccnc4)[C@H](c4ccccc4)C34CC2(c2cccnc2)C4)cc1 (stereo partly drawn),-4,19,1,6,0.5,-20,2,1,15,-9,14
O=C(O)c1nn(CC(=O)N2CCN(c3ccccc3)CC2)c(=O)c2ccccc12,-5,-5,2,15,0.0,2,66*,1,-4,4,8
Cc1ccc(C)c(-c2nn(-c3cc(N4CCN(CCO)CC4)ccc3[N+](=O)[O-])c(=O)c3ccccc23)c1,-1,-7,0,-1,-2.0,-4,3,-22,-7,8,15
O=C(c1ccco1)N1CCN(Cc2cn[nH]c2-c2ccc(F)cc2F)CC1,8,-4,1,2,1.2,10,2,-13,15,20,-4
CC(C)C(=O)Nc1ccc(COc2ccccc2CN(Cc2ccccc2)C(=O)OC(C)(C)C)cc1,-6,-10,/,-2,-1.6,14,13,-44,-9,-2,15
COc1ccc2oc(C(=O)OCC(=O)Nc3ccc(N4CCOCC4)cc3)c(C)c2c1,-4,-3,-1,-19,-0.5,-5,-3,-12,-61,-4,-14
CSc1cccc(NC(=O)C2CCN(S(C)(=O)=O)CC2)c1,-5,-8,-3,-3,-0.5,13,7,-14,8,6,4
CCOc1ccccc1C(=O)NC(C)c1ccc2c(c1)OCO2 (stereo not drawn),-3,-5,-1,-1,4.3,2,8,3,6,-3,16
Cc1cc2oc(=O)cc(CN3CCN(c4ccccc4)CC3)c2cc1Cl,0,-10,/,/,4.4,3,4,-7,24,/,5
O=C(CN1CCN(c2ccc(F)cc2)CC1)Nc1nccs1,-1,-20,1,0,-0.4,-14,-1,-34,12,6,6

# Brought forward from above: 3 entries, then new ones.
SMILES,m5-HT2A agonist,CaV13 ICDI inh,NR2E3 ag-1,MITF TRPM1 inh,iPSC survival up,Shn3 3UTR inh,Cardio protect,NR2E3 ag-2,HIF-2a block,PDI inh,Peg3 prom inh
CCOc1ccccc1C(=O)NC(C)c1ccc2c(c1)OCO2 (stereo not drawn),-3,-5,-1,-1,4.3,2,8,3,6,-3,16
Cc1cc2oc(=O)cc(CN3CCN(c4ccccc4)CC3)c2cc1Cl,0,-10,/,/,4.4,3,4,-7,24,/,5
O=C(CN1CCN(c2ccc(F)cc2)CC1)Nc1nccs1,-1,-20,1,0,-0.4,-14,-1,-34,12,6,6
Cc1c(Cc2ccccc2)c(=O)oc2c(C)c(OCC(=O)Nc3ccc(C#N)cc3)ccc12,0,-5,1,10,0.9,-6,1,1,18,-7,27
Nc1ncnc2c1ncn2-c1ccccc1Cl,-3,-14,/,6,-3.6,2,0,8,-20,10,-18
CCCn1c(SCC(=O)Nc2ccc(F)c(Cl)c2)nc(O)cc1=O,2,-5,/,0,-0.3,-13,6,-3,0,5,12
CC(=O)Nc1cc(-c2ccccc2F)cn2c(-c3ccccc3)cnc12,-7,-5,/,/,7.7,-7,4,21,-49,-10,2
COC(=O)CC1C(=O)NCCN1C(=S)NC(=O)c1ccccc1[N+](=O)[O-] (stereo not drawn),5,-2,0,6,0.2,0,1,-13,12,3,3
CC1(C)Cc2nc3oc4c(=O)n(CC(=O)Nc5ccccc5)cnc4c3cc2CO1,-2,-19,-4,28,-1.2,-5,-6,-37,-42,-9,-14
COC(=O)c1cn(NC(=O)CCC2CCCC2)c(=O)c2ccccc12,-1,-4,-2,6,-4.6,-3,12,10,18,-5,0
COc1ccc(CCNC(=O)Cn2cc(C(F)(F)F)cc(Cl)c2=O)cc1OC,3,-5,3,8,0.6,6,8,1,7,2,-6
CCC(C)[C@@H](CN)NCC1(c2ccccc2)CC1 (stereo partly drawn),12,-9,-2,-4,0.7,-14,-1,0,8,11,-4
COc1cc(C(=O)NCc2nnc(SCC(=O)Nc3cccc(C)c3)o2)cc(OC)c1OC,6,-3,1,28,-0.9,1,-4,6,7,-7,17
CCN1CCN(CCCNC(=O)c2ccc3c(=O)n(CCc4ccccc4)c(=O)[nH]c3c2)CC1,-2,-7,2,-62,-0.1,-23,8,-2,-2,-10,-33
CC(C)N(C(=O)COC(=O)c1cncc(Br)c1)C(C)C,2,-3,-3,0,0.0,4,3,-3,11,3,17
O=C(NN1C(=O)c2ccccc2NC1c1ccco1)c1ccc([N+](=O)[O-])cc1 (stereo not drawn),0,1,-1,-3,1.4,3,-12,-20,2,-2,-1
COc1ccc(CCNCc2ccc(-c3ccccc3)cc2)cc1OC,-4,-20,/,-1,0.2,-4,4,-20,9,0,87*
COc1ccc(CNC(=O)c2cnn3c(C(F)F)cc(C)nc23)cc1OC,2,-6,5,4,0.7,25,-22,32,10,6,17
CCOC(=O)C1=C(C)OC(N)=C(C#N)C1c1cncc(-c2ccc(F)cc2)c1 (stereo not drawn),2,-5,0,-18,-0.7,28,9,-4,-6,-5,101*
COC(=O)C1N[C@@H]([C@@H](NC(=O)COc2ccccc2)C(=O)NCc2ccc(OC)cc2)SC1(C)C (stereo partly drawn),10,-5,-1,-17,1.3,-19,22,-6,4,-3,11
COc1cccc(/C=N/n2nnnc2N)c1OCc1ccccc1Cl,-1,-4,1,1,-0.9,8,-4,-4,31,1,23
O=C(N/N=C/c1ccc2nccnc2c1)c1ccc(Br)cc1,0,-19,-2,/,-0.5,-3,3,4,2,-1,-20
COc1ccc(C(=O)NNC(=O)Cn2nnc(-c3ccc(OC)c(OC)c3)n2)cc1,-2,-5,2,-16,11,-4,-1,-3,16,9,7
